High-throughput results deposited in PubChem BioAssay by National Center for Advancing Translational Sciences (NCATS).
B2AR arrestin: beta2AR (human) beta-arrestin recruitment activity. beta-arrestin recruitment to beta2AR, cell-based reporter. Potency, µM (highest dose often 46.1 µM), without a hit: at the highest dose activation, actives largely listed as activators. AID 492947. 330,000 tested, 0.02% active. P07550;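 note: potency is the fitted concentration of half-maximal effect; 0% = DMSO controls and full agonism = EC100 isoproterenol or metaproterenol; nearly all actives have a fitted effect of over 65% in size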
ELG1 repair inh: blocks ELG1-dependent DNA repair in HEK293T cells; HEK293T ELG1-luciferase reporter, luminescence, 16 h; DNA damage induced by 5-fluorouridine; Potency, µM (series often up to 46.1 µM), without a hit: at the top dose activity change, negative = inhibition, most hits filed as inhibitors; 330,000 tested, 2.3% active; AID 504467; note: potency is the fitted concentration of half-maximal effect; % is set by controls: 0 for no effect and ±100 for the full control effect; nearly all actives have a fitted effect of over 55% in size
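In this reporter screen, reduction of luminescence relative to DMSO vehicle indicated activity. Compounds and 5-fluorouridine were added together to 2,000 cells per well, incubated for 16 hr at 37 °C, then developed with ONE-Glo.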
Eya2 phos inh: Eya2 (human) phosphatase inhibition | O00167 | 330,000 tested, 0.006% active | Potency, µM (titrated, usually from 76.9 µM), for the others: at the top dose activity, negative = inhibition, actives largely listed as inhibitors | recombinant Eya2, OMFP fluorescence dephosphorylation (OMFP is methylfluorescein phosphate); note: potency is the fitted concentration of half-maximal effect; % is set by controls: 0 for no effect and ±100 for the full control effect
Target sequence (O00167 whole entry, looked up): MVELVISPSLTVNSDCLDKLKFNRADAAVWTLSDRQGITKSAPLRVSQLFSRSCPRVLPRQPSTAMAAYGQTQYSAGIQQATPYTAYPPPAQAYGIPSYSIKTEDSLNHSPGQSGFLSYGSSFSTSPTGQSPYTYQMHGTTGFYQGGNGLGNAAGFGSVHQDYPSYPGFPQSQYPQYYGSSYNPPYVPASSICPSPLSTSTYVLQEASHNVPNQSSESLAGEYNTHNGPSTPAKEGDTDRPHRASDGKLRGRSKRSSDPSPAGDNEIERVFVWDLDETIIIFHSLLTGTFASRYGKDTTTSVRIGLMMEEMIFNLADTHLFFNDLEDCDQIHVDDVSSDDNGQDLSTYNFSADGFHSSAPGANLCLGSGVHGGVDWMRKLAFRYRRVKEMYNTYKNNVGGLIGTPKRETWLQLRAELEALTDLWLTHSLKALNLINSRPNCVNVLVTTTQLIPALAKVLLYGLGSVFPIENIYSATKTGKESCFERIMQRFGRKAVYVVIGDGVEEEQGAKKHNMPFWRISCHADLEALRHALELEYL
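Eya2 protein (added as 0.2 uM solution) was preincubated with compound for 10 min at ambient temperature in 50 mM HEPES pH 7.5, 50 mM NaCl, 5 uM MgCl2, 0.05% BSA, 1 mM DTT. OMFP (added at 50 uM) then reacted 10 min; fluorescence read at 485/525 nm.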
TSHR antag: human thyrotropin receptor antagonism; P16473; TSHR-expressing cells, TSH-stimulated cAMP HTRF, 2 h; active compounds read low; activity change, negative = inhibition, % at 11.5 µM; 330,000 tested, 0.2% active;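 active = activity change below a set negative limit, meaning inhibition stronger than a set level, cut at about -70% in these data; inconclusive = activity change between two set negative limits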; note: % is set by controls: 0 for no effect and ±100 for the full control effect
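TSHR-expressing cells were treated with compounds, then stimulated with TSH at EC80 (4nM final) for 2 hours at 37 deg C. Cellular cAMP was measured by HTRF competition between lysate cAMP and cAMP-d2 for a cryptate-labelled anti-cAMP antibody.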
TCR activator: activators of T cell receptors; primary human leukocytes, anti-CD3, IL-2 HTRF, 48 h; Potency, µM (titrated, usually from 9.22 µM), without a hit: top-dose activation of IL-2 secretion, most hits filed as activators; 330,000 tested, under 10 active; note: % of control where 0% means no effect
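Readout: HTRF IL-2, Eu-cryptate/d2 antibody pair, 320nm excitation, 665nm emission. Stimulus: a-CD3 beads, no co-stimulation. Cells: primary human leukocytes. Exposure: 48 hr with compound.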
Tb PFK inh: inhibitors of T. brucei phosphofructokinase | O15648 | T. brucei PFK, ADP-Glo luminescence | Potency, µM (titrated, usually from 57.5 µM), for inactives: at the top dose activity, negative = inhibition, most hits filed as inhibitors | 330,000 tested, 0.17% active | AID 485367;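 note: potency is the fitted concentration of half-maximal effect; 0% = uninhibited 1x PFK enzyme wells and -100% = no-enzyme wells; nearly all actives have a fitted effect of over 60% in size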
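In TEA buffer at pH 8.0 with 5 mM MgCl2, enzyme (1.25 nM) converted F6P (0.5 mM) and ATP (0.1 mM) for 45 min at room temperature. ADP product was read by luciferase luminescence.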
uPA generation: cell surface uPA generation inhibition; Potency, µM (highest dose often 38.3 µM), for inactives: top-dose activity change, negative = inhibition, most hits filed as inhibitors; cell surface uPA generation assay, qHTS; 330,000 tested, 0.31% active; AID 540303; active = well fitted inhibition curve with a large enough effect; inconclusive = small, poorly fitted or top-dose-only effect; inactive = no such curve, though single readings can be large or run the other way; tested in mouse RAW 264.7 cells; note: potency is the fitted concentration of half-maximal effect; % is set by controls: 0 for no effect and ±100 for the full control effect; nearly all actives have a fitted effect of over 55% in size
PTAP TSG101 blk: blocks PTAP/TSG101 interaction to inhibit HIV-1 budding; AID 493005; Potency, µM (top dose mostly 115 µM), inactives show at the top dose activity change, negative = inhibition, hits mostly inhibitors; Fluorescence polarization, FITC-PTAP peptide / Tsg101 binding; 340,000 tested, under 10 active; active = well fitted inhibition curve with a large enough effect in the main read-out, with a control signal flat, not every such curve was filed as active; inconclusive = small, poorly fitted or top-dose-only effect, or effect the other way, or a change in a side signal; inactive = no such curve, though single readings can be large or run the other way; note: potency is the fitted concentration of half-maximal effect; % of control where 0% means no effect
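FP read-out: FITC-PTAP peptide, 50 nM final, binding Tsg101 binding domain, 10 uM final; 20 min, r.t.; 10 mM HEPES pH 7.5, 0.15 M NaCl, 0.01% Tween 20, 3 mM EDTA, 0.1 mM TCEP.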
USP2a inh: blocks human ubiquitin-specific protease USP2a; USP2 core, Ub-CHOP2 coupled fluorogenic reporter, 485/531; Potency, µM (titrated, usually from 38.3 µM), for the others: at the highest dose activity change, negative = inhibition, hits mostly inhibitors; 330,000 tested, 0.01% active; AID 463254;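 note: potency is the fitted concentration of half-maximal effect; plate controls were DMSO wells for no effect and full inhibition by NEM control for full effect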
Target sequence (O75604 whole entry, looked up): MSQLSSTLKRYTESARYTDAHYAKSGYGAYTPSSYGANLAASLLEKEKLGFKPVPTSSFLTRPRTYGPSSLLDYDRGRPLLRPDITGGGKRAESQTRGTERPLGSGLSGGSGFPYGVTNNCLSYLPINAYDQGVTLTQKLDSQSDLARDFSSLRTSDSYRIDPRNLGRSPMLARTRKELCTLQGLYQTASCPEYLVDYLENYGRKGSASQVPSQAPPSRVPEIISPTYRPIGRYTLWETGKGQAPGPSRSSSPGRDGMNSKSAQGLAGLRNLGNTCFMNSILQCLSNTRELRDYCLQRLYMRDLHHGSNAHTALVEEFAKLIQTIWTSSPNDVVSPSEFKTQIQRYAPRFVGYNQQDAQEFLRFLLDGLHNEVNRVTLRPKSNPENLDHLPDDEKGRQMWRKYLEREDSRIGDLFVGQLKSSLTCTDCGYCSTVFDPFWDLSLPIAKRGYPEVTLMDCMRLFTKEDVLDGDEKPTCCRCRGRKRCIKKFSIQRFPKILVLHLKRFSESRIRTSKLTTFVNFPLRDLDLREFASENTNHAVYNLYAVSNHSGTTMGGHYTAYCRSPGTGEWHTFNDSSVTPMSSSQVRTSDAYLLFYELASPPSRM
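Cell-free coupled assay: 10nM USP2 core preincubated 30min RT with compound in Tris-HCl pH 8.0/CaCl2/CHAPS buffer, then 25nM Ub-CHOP2 and 25nM reporter substrate; fluorescence (Ex 485/Em 531) read after 60min RT, normalized to NEM inhibition, concentration-response curves fitted.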
Mito fusion act: blocks mitochondrial division or promotes mitochondrial fusion | S. cerevisiae fusion-defective mutant growth rescue, CellTiterGlo 48 h | Potency, µM (titrated, usually from 46.1 µM), inactives show at the top dose growth rescue (activation), most hits filed as activators | 320,000 tested, 0.23% active | AID 485298;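 note: potency is the fitted concentration of half-maximal effect; % of control where 0% means no effect; nearly all actives have a fitted effect of over 45% in size; temperature-sensitive fusion mutants such as fzo1-1 at 37 °C on non-fermentable ethanol glycerol medium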
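Compounds are tested for their ability to restore growth of mitochondrial fusion-defective yeast strains at non-permissive 37C in YPEG medium over 48 hours. Viability is quantified by luciferase luminescence.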
BCR signal inh: chronic active BCR signaling inhibition; ABC-DLBCL IkBa-CBG/CBR reporter, luminescence ratio, 4 h; 340,000 tested, 0.05% active; Potency, µM (highest dose often 46.1 µM), without a hit: top-dose ratio change, negative = lower green/red ratio, most hits filed as inhibitors; active = well fitted inhibition curve with a large enough effect in the signal ratio, with a control signal flat, not every such curve was filed as active; inconclusive = small, poorly fitted or top-dose-only effect, or effect the other way, or a change in a side signal; the % refers to the signal ratio;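 note: potency is the fitted concentration of half-maximal effect; plate controls were basal doxycycline-induced cells for no effect and cells given 10 µM MG132 for full effect; MG132 reads +100%, hits lower the ratio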
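TMD8 ABC-DLBCL cells carrying doxycycline-inducible green luciferase fused to IkappaBalpha plus unfused red luciferase were exposed to compounds (up to 46 uM) for 4 hrs at 37C. Activity came from the overlap-corrected green/red luminescence ratio.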
Starred values were filed as active, the others as inactive; ? = inconclusive; . = not tested or not shown; [ ] = another dose, or the depositor's remark. Unless noted, calls come from the whole dose curve; as a rule, active = well fitted curve in the direction sought with a large enough effect; inconclusive = small, poorly fitted or top-dose-only effect, or another doubt; inactive = no such curve, though single readings can be large; an effect the other way counts as inactive or inconclusive.

SMILES	B2AR arrestin	ELG1 repair inh	Eya2 phos inh	TSHR antag	TCR activator	Tb PFK inh	uPA generation	PTAP TSG101 blk	USP2a inh	Mito fusion act	BCR signal inh
CC1CCCN(C(=O)c2ccc(NS(=O)(=O)c3cccc([N+](=O)[O-])c3)cc2)C1 (stereo unspecified)	0.1%	-8%	-14%	-7	-1%	0%	2%	0%	0%	-5%	0%
CCC1(CC)C(=O)NN(c2ccccc2)C1=O	-0.8%	?	4%	-4	-2%[46.1 µM]	-1%	2%	-9%	-1%	-3%	7%
O=C(C1CC1)N1N=C(c2cccc(Br)c2)CC1(O)C(F)(F)F (stereo unspecified)	0.8%	-19%	-13%	-27	.	3%	4%	-2%	-1%	-6%	1%
O=c1[nH]c2ccccc2c(=O)n1Cc1ccco1	0.2%	-2%	-2%	-9	1%	0%	-3%	-2%	2%	-2%	?
O=C1CC(N2CCC(c3nc4ccccc4o3)CC2)C(=O)N1c1ccc(Cl)c(C(F)(F)F)c1 (stereo unspecified)	0.1%	?	1%	-13	2%	4%	-2%	-3%	3%	-13%	?
CC(=O)c1ccc(N(C(=O)c2ccco2)C(C(=O)NC2CCCC2)c2ccc(N3CCOCC3)cc2)cc1 (stereo unspecified)	-0.1%	-9%	-8%	-28	0%	3%	0%	-9%	-1%	0%	5%
O=C(Nc1cccc(-c2cn3ccccc3n2)c1)c1ccccc1	0.2%	?	0%	4	11%	4%	-6%	-2%	-1%	-12%	6%
COc1ccc(-n2nc(C(=O)NCC(=O)N3CCN(C)CC3)c3ccccc3c2=O)cc1OC	-0.1%	7%	-12%	11	0%	-2%	-3%	-6%	-1%	-1%	-1%
Cc1ccc(NC(=O)C(C)Sc2nnc(C)n2C)cc1 (stereo unspecified)	0.1%	4%	-10%	-9	7%	-17%	7%	-1%	-1%	1%	4%
CC(C)c1ccc(C2C(C(=O)c3ccco3)=C(O)C(=O)N2CCN2CCOCC2)cc1 (stereo unspecified)	0.4%	?	-3%	7	0%	0%	2%	0%	2%	-7%	-18%
COc1ccc(C2/C=C\CN(C(=O)CC(C)C)CC(=O)N2Cc2ccc(F)cc2)cc1 (stereo unspecified)	-0.8%	-22%	-10%	6	-7%	-8%	14%	.	3%	8%	-13%
CCCCOc1ccc(CSc2ncn[nH]2)cc1	-1.0%	?	0%	-6	0%	0%	2%	-10%	-2%	5%	?
COC(=O)/C(C#N)=C/c1ccc(C)o1	0.1%	5%	8%	1	-1%	2%	-2%	-1%	-1%	2%	-5%
COCCn1c(SCC(=O)N2CC(=O)Nc3ccccc32)nc2ccccc2c1=O	-0.1%	?	?	-7	-3%	-1%	10%	-4%	4%	-15%	17%
CCn1cc(S(=O)(=O)CC(=O)Nc2ccc(C)cc2)c2ccccc21	-0.6%	-7%	17%	-12	.	-4%	2%	-3%	0%	0%	-13%
CCOc1ccc(CCNC(=O)CSc2nn(-c3ccc(C)c(Cl)c3)c(=S)s2)cc1OCC	-0.3%	?	4%	-2	1%[46.1 µM]	9%	1%	1%	6%	1%	?
OC1(c2ccc(Cl)cc2)CN(c2ccccc2)C2=[N+]1CCS2 (stereo unspecified)	0.2%	-2%	6%	-13	7%	-4%	1%	0%	-1%	15%	29%
O=[N+]([O-])c1cc(S(=O)(=O)N2CCOCC2)ccc1OCc1cccc(Cl)c1	-0.3%	5%	-7%	-12	9%	-8%	-1%	-8%	-2%	15%	0%
O=c1ccc2cc3c4c(c2o1)CCCN4CCC3	0.2%	24%	12%	-4	0%	-17%	0%	?	?	4%	-1%
O=C(/C=C/c1ccc(Cl)cc1Cl)c1ccc[nH]1	0.0%	?	-7%	-2	10%	3%	-25%	0%	-17%	1%	?
Cc1cccc(NS(=O)(=O)c2cccc(C(=O)NNC(=O)c3ccccc3O)c2)c1	0.0%	-4%	23%	-29	-7%	-5%	4%	3%	1%	-4%	?
CCCCNC(=S)NC(=O)c1ccccc1Br	0.1%	?	0%	-3	3%[46.1 µM]	-2%	4%	-1%	2%	4%	?
CCCCOc1ccc(-c2ncc([N+](=O)[O-])cn2)cc1	-0.4%	?	2%	-3	7%	0%	3%	-4%	-2%	-2%	?
Cc1ccc(N2CCN(C(=O)N3CCCC3)CC2)cc1C	-0.7%	-17%	-36%	-5	0%	-3%	6%	-8%	4%	1%	?
N#Cc1c(NC(=S)NC(=O)c2ccccc2)sc2c1CCCC2	-0.7%	?	1%	2	-5%[46.1 µM]	3%	-3%	-4%	2%	-1%	?
(further entries)
SMILES	B2AR arrestin	ELG1 repair inh	Eya2 phos inh	TSHR antag	TCR activator	Tb PFK inh	uPA generation	PTAP TSG101 blk	USP2a inh	Mito fusion act	BCR signal inh
NC(=O)CN1CCN(S(=O)(=O)c2ccc(Cl)cc2)CC1	0.2%	-13%	-3%	1	8%	1%	4%	-4%	3%	-5%	2%
COc1cccc(NC(=O)c2nn(-c3ccc(OC)cc3OC)c(=O)c3ccccc23)c1	0.2%	-4%	5%	-1	2%	0%	9%	1%	8%	2%	9%
Cc1cc(NC(=O)COC(=O)C2CCC2)no1	0.2%	3%	9%	15	3%	-1%	-1%	-3%	1%	-3%	2%
COc1cccc(CC2(CO)CCN(CC3=CC[C@H]4C[C@@H]3C4(C)C)CC2)c1	-0.6%	4%	-9%	6	-3%	-3%	1%	-3%	1%	1%	1%
O=C(CSc1ncnc2nc[nH]c12)c1ccc2ccccc2c1	-0.5%	?	4%	14	1%[46.1 µM]	6%	-11%	-2%	4%	4%	?
CN(C)Cc1c(O)ccc2c(=O)c(-c3ccccc3)c(C(F)(F)F)oc12	0.4%	-5%	8%	-5	6%	3%	-2%	-1%	1%	3%	1%
O=C(Nc1nc2ccc(SC(F)F)cc2s1)c1ccc2c(c1)S(=O)(=O)c1ccccc1C2=O	-0.9%	-7%	3%	13	0%[46.1 µM]	-2%	.	.	0%	0%	-1%
Fc1ccc(-c2csc(/C=C/c3ccc4c(c3)OCO4)n2)cc1	-0.4%	63%	-7%	-9	6%[46.1 µM]	-2%	-5%	0%	-1%	-9%	?
O=C1OC2(CCCC2)OC(=O)C1=Cc1c[nH]c2ccccc12	0.1%	?	-8%	1	-1%	-3%	-5%	-3%	0%	15%	-18%
COc1ccc(CC(=O)Nc2nccs2)cc1OC	-0.6%	?	10%	35	9%	-6%	0%	-2%	3%	-4%	-8%
Cc1[nH]nc(SCC(=O)NC2CCCCC2)c1[N+](=O)[O-]	0.2%	?	-2%	-6	10%	-3%	3%	-1%	4%	-1%	?
CC1(C)C(=O)OC(c2ccccc2)C(C)(C)C1=O (stereo unspecified)	0.4%	-2%	5%	-2	2%	1%	5%	1%	0%	1%	-3%
COc1ccc(-c2cc(C)no2)cc1S(=O)(=O)N1CCOc2ccccc21	0.0%	-3%	-12%	-13	-5%	0%	-2%	-2%	4%	-1%	1%
CCN(CC)S(=O)(=O)c1cccc(NC(=O)c2ccc(Br)cc2)c1	0.2%	?	-8%	-15	-4%	-3%	-1%	0%	0%	-44%[inhibitor]	?
CCN(CC)CCNc1nc(SC)nc2sc3c(c12)CCN(C)C3	-0.6%	-3%	6%	-5	3%	1%	7%	-3%	-1%	3%	?
CCCCSC1=N/C(=C/c2ccsc2)C(=O)N1c1ccccc1	-0.6%	-12%	3%	2	-2%[46.1 µM]	3%	8%	-1%	6%	6%	4%
O=C(Nc1cccc(-c2cscn2)c1)C1CCN(Cc2ccsc2)CC1	-0.4%	-16%	-3%	-12	4%	-2%	2%	-13%	3%	-6%	1%
Cc1ccc(S(N)(=O)=O)c(C)c1N1CCCC1=O	0.5%	-19%	3%	72	10%	-3%	14%	5%	-5%	-2%	5%
O=C(NCc1nnnn1-c1ccc(F)c(F)c1)c1ccc(S(=O)(=O)N2CCOCC2)cc1	-0.4%	2%	2%	10	-7%	-5%	?	-3%	0%	-3%	?
CCOc1ccc(CCNC(=O)CN(C)S(=O)(=O)c2cccs2)cc1OCC	-0.4%	-1%	24%	-5	-16%	0%	1%	0%	2%	-7%	-5%
CN(Cc1c(C(=O)N/N=C/c2ccccc2)nnn1-c1nonc1N)C1CCCCC1	0.1%	-1%	-1%	-7	-27%	-3%	-3%	0%	2%	-5%	0%
